Rac1 GTP hydrolysis – MgcRacGAP GTPase-activating activity inhibitors, confirmation, biochemical, ADP Hunter fluorescence; MgcRacGAP-stimulated Rac1 GTP hydrolysis, ADP Hunter fluorescence; higher % means a stronger effect; GST-tagged Rac1 F28L mutant substrate; one-dose inhibition, % at 30 µM; IC50 in µM for titrated hits; actives 0.6% (n = 340,000); AID 624330;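 active = first-screen hits whose inhibition reached a set limit at any dose in the follow-up dose series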;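 note: fluorescence reports GDP produced by GAP-driven GTP hydrolysis; strong numbers were not always called active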
NS5 inhibitors – flavivirus cap methylation enzyme inhibition – biochemical, confirmation dose response, primary screen (AID 588689) | Dengue-2 NS5 methyltransferase capping enzyme assay, biochemical; higher % means a stronger effect | inhibition, % at 25 µM; hits with a dose series show IC50 in µM | actives 0.3% (n = 340,000); in the data active = a potency from the dose series
West Nile virus CPE – inhibition of WNV-induced cytopathic effect – cell-based, CPE readout (AID 1621); West Nile virus-infected cells, CPE inhibition; higher % means a stronger effect; CPE inhibition, % at 10 µM, or IC50 in µM where a hit was titrated; actives 0.02% (n = 290,000); in the data active = a potency from the dose series; note: strong numbers were not always called active
CSM14.1 death rescue – rescue of cells from ER stress-induced death, primary screen, 384-well, CSM14.1, thapsigargin, ATP luminescence (AID 1222); CSM14.1 thapsigargin-induced death rescue, ATP luminescence; higher % means a stronger effect; cellular ATP content (survival), % at 20 µM, or EC50 in µM where a hit was titrated; 190,000 tested, under 10 active;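 active = EC50 below 50 µM in the dose-response confirmation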;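 note: death triggered by thapsigargin at about 15 µM added after 2 h compound pretreatment; cell ATP read after overnight thapsigargin exposure of roughly 18 to 22 hours; normalized against plate controls of thapsigargin alone and 5% DMSO vehicle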
Large T inhibition – TAg ATPase/helicase activity blockers – biochemical (AID 1903); SV40 large T antigen ATPase/helicase inhibition assay; higher % means a stronger effect; one-dose inhibition, % at 20 µM; IC50 in µM for titrated hits; actives 0.39% (n = 310,000); in the data active = a potency from the dose series; note: strong numbers were not always called active
GPR35 arrestin U2OS – inhibition of zaprinast-stimulated GPR35 beta-arrestin translocation – imaging, U2OS, beta-arrestin-GFP, zaprinast agonist, primary screen (AID 2058); actives 0.052% (n = 290,000); U2OS GPR35 beta-arrestin-GFP translocation imaging, zaprinast antagonism; higher % means a stronger effect; inhibition, % at 10 µM, or IC50 in µM where a hit was titrated;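 active = inhibition of at least 50% with at least 30 cells and total cytoplasm GFP at most 10,000,000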
LYP phosphatase – PTPN22 lymphoid phosphatase activity blockers – biochemical, fluorescence intensity, uHTS (AID 1779). recombinant LYP phosphatase, fluorescence intensity; higher % means a stronger effect. actives 0.054% (n = 290,000). one-dose inhibition, % at 11.5 µM; IC50 in µM for titrated hits; in the data active = inhibition above about 50%;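 note: plate controls were vehicle with enzyme for no effect and no enzyme for full effect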
RSV CPE inhibition – RSV antiviral activity via CPE protection, HEp-2 cells, primary 10 µM value included (AID 2391). HEp-2 cells, RSV-induced CPE inhibition; higher % means a stronger effect. CPE inhibition, % at 10 µM, or IC50 in µM where a hit was titrated. actives 0.13% (n = 310,000); in the data active = a potency from the dose series; note: strong numbers were not always called active
PhoP inhibition – PhoP-dependent GFP reporter repression – Salmonella Typhimurium, primary screen (AID 1863) | S. Typhimurium PhoP-regulated promoter GFP reporter, 4 h; higher % means a stronger effect | actives 0.16% (n = 300,000) | inhibition, % at 50 µM; hits with a dose series show IC50 in µM;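 active = inhibition over 29.93%, a cutoff 3 SD above the screen mean, later confirmed by dose response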;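 note: 0% = low Mg2+ inducing control and 100% = high Mg2+ repressing control; strong numbers were not always called active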
NS5 inhibitors pilot replicate – also measured in NS5 inhibitors; calls as there; inhibition, %; measured here: pilot screen replicate inhibition
An asterisk follows results filed as active; · = no result given.

SMILES	Rac1 GTP hydrolysis	NS5 inhibitors	West Nile virus CPE	CSM14.1 death rescue	Large T inhibition	GPR35 arrestin U2OS	LYP phosphatase	RSV CPE inhibition	PhoP inhibition	others
Cc1cc(C(=O)Nc2ccc3ccccc3c2)c(C)o1	10%	-5%	-0.9%	·	8%	18%	-9%	3.8%	10%
Cc1ccn2cc(CCNC(=O)Cc3cccs3)nc2c1	15%	-4%	0.1%	-0.6%	4%	-9%	-5%	-0.3%	-9%
CCc1ccc2[nH]c3nc(N/N=C/c4cccc(O)c4)nnc3c2c1	4%	-10%	-0.6%	·	20%	20%	-7%	-2.0%	2%
CC(C)[C@H](NS(=O)(=O)c1ccc2c(c1)OCCO2)C(=O)OCC(=O)Nc1cc(Cl)ccc1Cl	7%	2%	-0.2%	-0.6%	-2%	-11%	8%	2.3%	4%
CCOC(=O)N1CCN(C(=O)/C=C/c2ccc(C(C)(C)C)cc2)CC1	5%	-10%	-0.9%	·	17%	4%	-6%	15%	6%
CCOC(=O)c1ccc(NC(=O)Cc2cccs2)cc1	0%	-6%	-0.1%	·	5%	4%	-6%	11%	-1%
COC(=O)c1c(NC(=O)CSc2nnnn2-c2ccccc2)sc2c1CCC(C(C)(C)C)C2 (centres undefined)	5%	-5%	0.4%	-0.1%	11%	2%	2%	·	14%
C/C(N)=C(\C#N)C(=O)NCc1ccccn1	6%	2%	0.3%	-0.1%	15%	12%	1%	-0.6%	-8%
COc1ccc(-n2cnnc2SC(C)c2nc3sc(C)c(C)c3c(=O)[nH]2)cc1 (centres undefined)	·	·	-0.5%	-1.1%	9%	2%	-7%	·	7%
COC(=O)c1[nH]c2cc(OC)c(OC)cc2c1/C=N/Nc1ccccc1	5%	-3%	1.1%	·	5%	9%	-1%	13%	-1%
O=C(O)c1ccccc1N1C(=O)c2cccc3cccc(c23)C1=O	11%	-3%	0.1%	·	8%	-6%	-6%	0.9%	4%
C/C(N)=C(/C#N)C(=O)COC(=O)C1CSC2(c3ccc(F)cc3)CCC(=O)N12 (centres undefined)	5%	-1%	0.1%	·	9%	-5%	-5%	1.8%	-2%
Cc1cc(C(=O)N/N=C/c2c(C)n(C)c3ccccc23)n[nH]1	6%	-1%	0.0%	-0.1%	5%	-11%	0%	2.0%	-10%
Cc1sc(NC(=O)CS(=O)(=O)c2ccccc2)c(C#N)c1C	10%	0%	·	·	8%	·	·	1.8%	-4%
CCOC(=O)c1c(C)[nH]c(C)c1C(=O)CN1C(=O)NC2(CCC(C)CC2)C1=O (centres undefined)	0%	2%	0.1%	-3.0%	-2%	-1%	-6%	8.3%	-6%
CCOc1ccc(C(Nc2ccc(C)cc2)P2(=O)OCCCO2)cc1 (centres undefined)	14%	-5%	0.3%	-1.5%	10%	18%	-2%	2.0%	-17%
CN(C)N1C(N)=C(C#N)C(c2cccnc2)C2=C1CC(C)(C)CC2=O (centres undefined)	12%	·	-0.3%	0.5%	14%	7%	-4%	0.5%	0%
CC(Nc1nc(-c2ccncc2)nc2ccccc12)c1ccccc1 (centres undefined)	6%	-7%	0.8%	·	1%	-8%	-5%	2.5%	10%
CC(C(=O)NCc1ccco1)n1cc([N+](=O)[O-])cn1 (centres undefined)	14%	2%	1.5%	-0.8%	4%	-4%	-5%	0.1%	-11%
OCC1(Cc2ccccc2)CCN(Cc2ccccn2)CC1	7%	-1%	-0.1%	0.1%	11%	1%	-5%	-0.8%	2%
Cc1ccc2oc(-c3ccc(NC(=O)CC(C)C)cc3)nc2c1	-1%	-6%	1.0%	-1.2%	-10%	-17%	-8%	2.1%	19%
O=C(Nc1nnc(-c2ccccn2)o1)c1cccc(Cl)c1	9%	1%	0.2%	3.0%	3%	8%	-5%	0.1%	-1%
O=C(Nc1ccccc1C(=O)Nc1ccccn1)c1ccccc1F	11%	-1%	-1.1%	·	8%	-8%	0%	0.6%	-7%
COc1ccc(C(=O)NNC2=CC(=O)CC(C)(C)C2)cc1OC	-3%	-7%	0.2%	1.2%	10%	5%	-8%	0.6%	2%
O=C(O)/C=C/c1ccc(S(=O)(=O)N2CCN(CCN3C(=O)C4C5C=CC(C5)C4C3=O)CC2)cc1 (centres undefined)	10%	0%	0.1%	·	25%	0%	-5%	1.1%	-10%

Compounds listed so far with two or more sulfur atoms, in the order listed:
SMILES	Rac1 GTP hydrolysis	NS5 inhibitors	West Nile virus CPE	CSM14.1 death rescue	Large T inhibition	GPR35 arrestin U2OS	LYP phosphatase	RSV CPE inhibition	PhoP inhibition	others
COC(=O)c1c(NC(=O)CSc2nnnn2-c2ccccc2)sc2c1CCC(C(C)(C)C)C2 (centres undefined)	5%	-5%	0.4%	-0.1%	11%	2%	2%	·	14%
COc1ccc(-n2cnnc2SC(C)c2nc3sc(C)c(C)c3c(=O)[nH]2)cc1 (centres undefined)	·	·	-0.5%	-1.1%	9%	2%	-7%	·	7%
Cc1sc(NC(=O)CS(=O)(=O)c2ccccc2)c(C#N)c1C	10%	0%	·	·	8%	·	·	1.8%	-4%

Part of the list above in order of length of the SMILES, ascending.
SMILES	Rac1 GTP hydrolysis	NS5 inhibitors	West Nile virus CPE	CSM14.1 death rescue	Large T inhibition	GPR35 arrestin U2OS	LYP phosphatase	RSV CPE inhibition	PhoP inhibition	others
CCOC(=O)c1ccc(NC(=O)Cc2cccs2)cc1	0%	-6%	-0.1%	·	5%	4%	-6%	11%	-1%
O=C(Nc1ccccc1C(=O)Nc1ccccn1)c1ccccc1F	11%	-1%	-1.1%	·	8%	-8%	0%	0.6%	-7%
CC(Nc1nc(-c2ccncc2)nc2ccccc12)c1ccccc1 (centres undefined)	6%	-7%	0.8%	·	1%	-8%	-5%	2.5%	10%
O=C(O)c1ccccc1N1C(=O)c2cccc3cccc(c23)C1=O	11%	-3%	0.1%	·	8%	-6%	-6%	0.9%	4%
CC(C)[C@H](NS(=O)(=O)c1ccc2c(c1)OCCO2)C(=O)OCC(=O)Nc1cc(Cl)ccc1Cl	7%	2%	-0.2%	-0.6%	-2%	-11%	8%	2.3%	4%

The listing continues:
SMILES	Rac1 GTP hydrolysis	NS5 inhibitors	West Nile virus CPE	CSM14.1 death rescue	Large T inhibition	GPR35 arrestin U2OS	LYP phosphatase	RSV CPE inhibition	PhoP inhibition	others
CC(C)CN(C(=O)COC(=O)c1ccccc1SCC(=O)NC1CCCCCC1)C1CCS(=O)(=O)C1 (centres undefined)	3%	-2%	-0.5%	0.3%	11%	-4%	-2%	2.7%	1%
Cc1c(C(=O)NCCC2=CCCCC2)cccc1[N+](=O)[O-]	11%	-1%	-0.3%	1.8%	-4%	12%	1%	-2.1%	1%
CCc1ccc(S(=O)(=O)N/N=C(/C)c2ccncc2)cc1	7%	-2%	-0.6%	·	14%	-12%	-5%	1.7%	5%
Cc1ccc(C)c(N2CCN(c3ccc(N4C(=O)COCC4=O)cc3[N+](=O)[O-])CC2)c1	9%	-1%	0.3%	5.3%	4%	17%	4%	0.3%	-4%
Cc1cccc(C(=O)OCc2cc3ccccc3[nH]c2=O)c1	10%	-8%	-0.1%	-1.7%	2%	0%	2%	2.4%	-4%
Cc1ccc(S(=O)(=O)c2c(C)cc(C)nc2Cl)c(C)c1	-11%	-2%	-0.3%	-1.6%	-1%	-7%	4%	1.8%	21%	NS5 inhibitors pilot replicate=0.2
CCn1c(O)c(N=N)c2ccccc21	7%	-9%	0.1%	-0.3%	1%	9%	-3%	0.7%	6%
O=C(Nc1nc2ccc3ccccc3c2s1)c1ccc(N2CCCCC2)c([N+](=O)[O-])c1	-5%	9%	-0.9%	-1.0%	26%	6%	1%	4.9%	4%
O=C(NC(=S)Nc1cccc(Cl)c1N1CCCCC1)c1ccc2c(c1)OCCO2	11%	-5%	-0.6%	1.5%	13%	9%	0%	0.3%	1%
CCCOc1ccc(-c2nn(-c3ccccc3)cc2/C=C2\SC(=S)N(C3CCS(=O)(=O)C3)C2=O)cc1 (centres undefined)	1%	14%	-0.2%	-2.9%	-1%	7%	2%	2.6%	-11%
Cc1cc(C)n2c(SC/C(O)=C(\C#N)c3nc4ccccc4[nH]3)nnc2n1	11%	4%	0.3%	1.3%	12%	4%	7%	3.6%	1%
COc1cccc(OC)c1C(=O)NCCSC1CCCCC1	0%	-8%	-0.9%	0.0%	4%	0%	-11%	1.6%	-6%
Cc1ccc(S(=O)(=O)NCc2nc3ccccc3[nH]2)cc1	14%	1%	-0.3%	1.3%	-2%	10%	-11%	0.9%	8%
Cn1c2c(c(=O)n(C)c1=O)C(c1ccc(Br)cc1)C(C#N)=C(N)N2 (centres undefined)	-7%	3%	-0.7%	·	14%	0%	-8%	4.3%	-7%	NS5 inhibitors pilot replicate=-0.9
CCOC(=O)C(=O)Nc1sc(C(=O)N2CCOCC2)c(C)c1C#N	6%	·	-0.1%	-2.6%	4%	21%	-7%	1.9%	-1%
COc1cc(/C=C2\C(=O)NN(c3ccccc3)C2=O)ccc1OCC(N)=O	·	·	0.0%	-0.8%	>100µM*	2%	-8%	-1.7%	5%
O=C(CCS(=O)(=O)c1ccccc1)NC12CC3CC(CC(C3)C1)C2	6%	-2%	-0.1%	-0.6%	5%	2%	-3%	3.6%	-5%
CC(C)(C)C1CCC(=NNC(=O)C(=O)NCc2cccnc2)CC1 (centres undefined)	2%	-7%	0.4%	-1.2%	3%	-4%	-4%	0.8%	0%
CCS(=O)(=O)c1nc2ccccc2n1Cc1ccccn1	0%	-3%	-0.8%	4.2%	5%	2%	-6%	0.1%	-4%
O=C(c1ccccc1)N1CCN(C(=O)c2nn3c(C(F)(F)F)cc(-c4ccco4)nc3c2Cl)CC1	13%	5%	-0.2%	·	6%	-3%	-6%	2.4%	-1%

From PubChem BioAssay
